Screens as filed in PubChem.
HBB splice mod – alters splicing of the hemoglobin beta chain | HBB splicing reporter cell assay, activation; EGFP reporter with mutant IVS2-654 intron; response scale: normalised to 500 nM splice-correcting PNA | Potency, µM (highest dose often 46.1 µM), without a hit: at the top dose activation, hits mostly activators | 65,000 tested, 0.06% active; note: potency is the fitted concentration of half-maximal effect; 0% is about no effect
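Compounds were applied for 2 days to HeLa EGFP-654 cells, 500/well in Optimem with 2% FCS. The reporter's EGFP is disrupted by mis-splicing of beta-globin intron IVS2-654. Readout: summed well GFP fluorescence from 488 nm laser scanning; reference was 500 nM antisense […] 654 PNA.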
Rhodamine autofl – compound fluoresces in the rhodamine spectral region. max dye-equivalent concentration, M. AID 594. Rhodamine-region fluorescence, 547/598 nm, Tris buffer; active compounds read high. 59,000 tested, 0.05% active; in the data active = max dye-equivalent concentration above about 11 nM; inconclusive = between about 1.1 nM and that limit
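Compound fluorescence in 100 mM Tris, pH 8.0, read after 15 min at room temperature with 547 nm excitation and 598 nm emission. Output is dye-equivalent concentration from an on-plate rhodamine standard series.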
15-hLO inh – blocks human 15-lipoxygenase activity; P16050; purified 15hLO-1, xylenol orange hydroperoxide absorbance; Potency, µM (titrated, usually from 57.1 µM), for the others: at the top dose activity change, negative = inhibition, most hits filed as inhibitors; 74,000 tested, 1.4% active; AID 887; note: potency is the fitted concentration of half-maximal effect; % is set by controls: 0 for no effect and ±100 for the full control effect; nearly all actives have a fitted effect of over 55% in size
Target sequence (P16050 whole entry, looked up): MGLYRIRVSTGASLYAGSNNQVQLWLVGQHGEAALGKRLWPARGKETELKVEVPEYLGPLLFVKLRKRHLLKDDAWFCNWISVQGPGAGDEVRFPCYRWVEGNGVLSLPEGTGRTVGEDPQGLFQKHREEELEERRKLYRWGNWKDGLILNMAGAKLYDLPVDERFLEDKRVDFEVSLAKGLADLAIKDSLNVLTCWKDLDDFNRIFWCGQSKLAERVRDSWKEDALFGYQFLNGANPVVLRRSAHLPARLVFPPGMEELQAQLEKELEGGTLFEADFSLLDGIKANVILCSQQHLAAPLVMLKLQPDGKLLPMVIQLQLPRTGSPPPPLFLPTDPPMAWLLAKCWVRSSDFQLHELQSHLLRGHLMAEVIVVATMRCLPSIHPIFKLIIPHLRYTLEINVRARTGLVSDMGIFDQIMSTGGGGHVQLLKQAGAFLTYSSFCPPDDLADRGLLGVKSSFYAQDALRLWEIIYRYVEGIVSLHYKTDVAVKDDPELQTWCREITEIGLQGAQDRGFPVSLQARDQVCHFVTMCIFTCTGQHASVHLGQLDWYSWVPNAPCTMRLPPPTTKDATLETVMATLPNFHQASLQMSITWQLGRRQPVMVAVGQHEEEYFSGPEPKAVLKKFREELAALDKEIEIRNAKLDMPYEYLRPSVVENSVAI
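Inhibition is scored from a chromogenic endpoint. After 15 min enzyme-compound contact, arachidonic acid (50 uM final) reacts 6 min with 40 nM 15hLO-1 at room temperature, then Fe-XO reagent is added for 30 min and absorbance ratio recorded.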
4-MU autofl – compound fluoresces in the 4-MU spectral region; compound autofluorescence, 340/450 nm, 4-MU equivalents; active compounds read high; max dye-equivalent concentration, M; 59,000 tested, 11% active; AID 589; in the data active = max dye-equivalent concentration above about 10 nM; inconclusive = mostly about 1.1 nM to 9.6 nM
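Compounds in 100 mM Tris, pH 8.0, incubated 15 min at room temperature, then fluorescence read at 340 nm excitation/450 nm emission. Signal converted to 4-MU dye-equivalent concentration using an on-plate six-point 4-MU standard curve.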
HADH2 inhib – inhibitors of human HADH2 dehydrogenase | 73,000 tested, 3.4% active | Potency, µM (doses to about 57.1 µM), for inactives: top-dose activity change, negative = inhibition, actives largely listed as inhibitors | AID 886 | recombinant HADH2, NADH fluorescence, beta-hydroxybutyryl-CoA; note: potency is the fitted concentration of half-maximal effect; % is set by controls: 0 for no effect and ±100 for the full control effect; nearly all actives have a fitted effect of over 60% in size; many of its hits are not listed in these tables
Target sequence (Q99714 whole entry, looked up, one chain of several): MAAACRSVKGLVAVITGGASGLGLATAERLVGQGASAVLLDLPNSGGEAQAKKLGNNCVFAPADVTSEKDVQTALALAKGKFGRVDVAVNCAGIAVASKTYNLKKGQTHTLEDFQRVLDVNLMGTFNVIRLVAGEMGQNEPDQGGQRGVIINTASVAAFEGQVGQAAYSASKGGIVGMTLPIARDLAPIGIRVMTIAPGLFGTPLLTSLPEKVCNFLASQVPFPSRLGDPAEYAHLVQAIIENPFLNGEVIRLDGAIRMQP
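Buffer 100 mM Tris-HCl pH 9.0/0.01% Tween-20; HADH2 20 nM; NAD+ 1 mM; beta-hydroxybutyryl-CoA 90 uM (all final). 15 min cpd preincubation, RT.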
Hsp90 Hop PPI – changes Hsp90-Hop TPR2A binding signal, up or down; AlphaScreen TPR2A-His6 binding biotin-Hsp90 C-terminal peptide; AID 595; Potency, µM (top dose mostly 57 µM), for the others: at the top dose activity change, negative = inhibition; 71,000 tested, 0.44% active; active = well fitted curve in either direction with a large enough effect; inconclusive = small, poorly fitted or top-dose-only effect, or another doubt; note: potency is the fitted concentration of half-maximal effect; % is set by controls: 0 for no effect and ±100 for the full control effect; many of its hits are not listed in these tables
DNA Pol III inh – inhibitors of bacterial DNA polymerase III holoenzyme; Potency, µM (doses to about 57.1 µM), inactives show at the highest dose activity change, negative = inhibition; reconstituted DNA polymerase III holoenzyme replication, biochemical; 71,000 tested, 0.25% active; AID 603; note: potency is the fitted concentration of half-maximal effect; % is set by controls: 0 for no effect and ±100 for the full control effect
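Reconstituted *E. coli* holoenzyme (0.35 nM Pol III, 1 nM beta, 154 nM SSB, 2 nM primase) was preincubated with compound for 15 min at RT. Synthesis on 1.4 nM ssM13Gori ran 35 min, then was stopped with PicoGreen/EDTA and read as dsDNA fluorescence.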
Epigenetic mod – epigenetic modulators derepressing GFP locus in mouse cells; mouse C127i GFP locus derepression, cytometry, 30 h; Potency, µM (top dose mostly 46.1 µM), inactives show top-dose GFP derepression (activation); 68,000 tested, 0.09% active; note: % of control where 0% means no effect
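Read-out is the number of GFP-positive cells, scored as fluorescent objects 20 to 120 um wide, reflecting derepression of a silenced CMV-GFP reporter in murine C127i cells after 30 h compound exposure at 37 C.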
Ub-GFP proteasome – ubiquitin-GFP accumulation via proteasome inhibition; Ubiquitin-GFP reporter cells, proteasome inhibition, GFP fluorescence; response scale: untreated = 0%, 10 µM MG-132 = 100%; Potency, µM (top dose mostly 45.9 µM), inactives show at the highest dose activation (GFP accumulation), hits mostly activators; 67,000 tested, under 10 active; AID 526; active = well fitted activation curve with a large enough effect, not every such curve was filed as active; inconclusive = small, poorly fitted or top-dose-only effect, or another doubt; inactive = no such curve, though single readings can be large or run the other way; note: potency is the fitted concentration of half-maximal effect
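Proteasome block read as GFP accumulation: ubiquitin(G76V)-GFP U2OS cells exposed to compound (2.9 nM–46 uM) for 4 hr at 37 C. Normalization used untreated cells as 0% and 10 uM MG-132 as 100%; concentration-response curves fitted.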
Fluorescein autfl – fluorescein region autofluorescence; Compound autofluorescence, 480/540 nm, fluorescein-equivalent; active compounds read high; max fluorescein-equivalent concentration, M; 59,000 tested, 0.91% active; AID 593; in the data active = max fluorescein-equivalent concentration above about 10 nM; inconclusive = between about 1.1 nM and that limit
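Autofluorescence profiling; 100 mM Tris, pH 8.0; incubation 15 min at RT; ex/em 480/540 nm; result as fluorescein-equivalent concentration.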
Texas Red fluor – compound fluoresces in the Texas Red spectral region; Compound fluorescence, Texas Red channel, 547/618 nm; active compounds read high; AID 587; max dye-equivalent concentration, M; 59,000 tested, 0.06% active; in the data active = max dye-equivalent concentration above about 10 nM; inconclusive = between about 1.1 nM and that limit
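Fluorescence at ex 547/em 618 nm, normalized against an on-plate Texas Red standard series to give dye-equivalent concentration per compound concentration. Buffer 100 mM Tris, pH 8.0; 15 min RT incubation before CCD imaging.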
Starred values were filed as active, the others as inactive; i = inactive; ? = inconclusive; nt = no result given; [ ] = another dose, or the depositor's remark. Unless noted, calls come from the whole dose curve; as a rule, active = well fitted curve in the direction sought with a large enough effect; inconclusive = small, poorly fitted or top-dose-only effect, or another doubt; inactive = no such curve, though single readings can be large; an effect the other way counts as inactive or inconclusive.

Every second line gives: HBB splice mod, Rhodamine autofl, 15-hLO inh, 4-MU autofl, HADH2 inhib, Hsp90 Hop PPI, DNA Pol III inh, Epigenetic mod, Ub-GFP proteasome, Fluorescein autfl, Texas Red fluor
Cn1c(=O)n(CC(=O)Nc2cccnc2)c2ccccc21
→ 8.1%, i, 0.8%, i, -2.6%, -5.4%, 2.4%, 3.2%, 0.4%, ?, i
CCN1CCN(C(=O)Nc2ccc(Cc3ccc(NC(=O)N4CCN(CC)CC4)cc3)cc2)CC1
→ 1.8%, nt, 11.9%, nt, 3.1%, -4.8%, 1.4%, 0.0%, 12.0%, nt, nt
CC(=O)Nc1ccc(S(=O)(=O)Nc2nc3n(n2)C(c2ccccc2)CC(=O)N3)cc1 (stereo unspecified)
→ nt, i, nt, i, nt, nt, nt, 9.6%[20.6 µM], nt, i, i
C/C(=N/NC1=NCCN1)c1cn(C2=NCCN2)nc1C
→ 2.7%[9.22 µM], i, 23.4%[11.4 µM], i, 2.8%[11.4 µM], -6.4%[11 µM], -6.2%[11.4 µM], -3.4%[9.22 µM], -5.8%[9.17 µM], ?, ?
CC(C)Oc1ccc(/C(O)=C2/C(=O)C(=O)N(CCN3CCOCC3)C2c2ccccc2)cc1 (stereo unspecified)
→ nt, i, nt, i, nt, nt, nt, -0.4%[20.6 µM], nt, i, i
CCCc1c(C)c2cc(C)ccc2[nH]c1=O
→ -0.1%[0.0738 µM], nt, -10.2%[11.4 µM], nt, -0.3%[11.4 µM], -14.4%[11 µM], -5.0%[11.4 µM], -3.1%, -7.9%[9.17 µM], nt, nt
Cc1ccc(S(=O)(=O)NC(=O)COc2ccccc2C(N)=O)cc1
→ -0.3%, i, 1.5%, i, -1.6%, 0.7%, -3.5%, 0.0%, -0.9%, i, ?
CCCn1c(-c2ccc(F)cc2)nc2c(NC3CCN(Cc4ccccc4)C3)nc(C)nc21 (stereo unspecified)
→ -0.4%, nt, -5.2%, nt, -21.3%, -16.3%, -3.5%, nt, -1.8%, nt, nt
COc1cccc(OC)c1C(=O)N1CC(C)OC(C)C1 (stereo unspecified)
→ -1.5%, i, 4.6%, i, -1.9%, -2.9%, -1.9%, 6.5%, 5.6%, i, ?
Cc1nc(N2CCN(Cc3ccccc3)CC2)[nH]c(=O)c1C
→ 4.0%[0.369 µM], i, 12.4%, i, 5.4%, -1.4%, -3.3%, -2.1%, nt, ?, i

The final 2 compounds of the section before come first, to join the parts.
Every second line gives: HBB splice mod, Rhodamine autofl, 15-hLO inh, 4-MU autofl, HADH2 inhib, Hsp90 Hop PPI, DNA Pol III inh, Epigenetic mod, Ub-GFP proteasome, Fluorescein autfl, Texas Red fluor
COc1cccc(OC)c1C(=O)N1CC(C)OC(C)C1 (stereo unspecified)
→ -1.5%, i, 4.6%, i, -1.9%, -2.9%, -1.9%, 6.5%, 5.6%, i, ?
Cc1nc(N2CCN(Cc3ccccc3)CC2)[nH]c(=O)c1C
→ 4.0%[0.369 µM], i, 12.4%, i, 5.4%, -1.4%, -3.3%, -2.1%, nt, ?, i
COc1ccc(S(=O)(=O)c2c(N)n(Cc3ccco3)c3nc4ccccc4nc23)cc1
→ 1.1%[57.5 µM], i, 20µM*, 3.85e-07M*, 270.8%[activator], 9.7%, 7.0%, 2.1%, 3.4%, ?, i
Cn1c(=O)n(Cc2ccc(Cl)cc2)c(=O)c2c1nc1n2CCN1Cc1ccco1
→ 4.6%[0.369 µM], i, -10.6%, i, 1.2%, -4.5%, -4.5%, 0.0%, 3.4%, i, i
O=C1c2ccccc2-c2ccc(C(=O)N3CCOCC3)cc21
→ nt, i, -2.3%, i, 3.3%, -1.4%, -7.1%, 4.4%, -3.7%, i, i
CCSc1nnc(-c2ccc(OC)cc2)o1
→ -0.2%[57.5 µM], i, 7.5%, i, -5.4%, 4.5%, -4.0%, 8.4%, -1.0%, i, ?
CCOC(=O)CSc1nc(N)c(C(=O)Nc2ccc(N(C)C)cc2)s1
→ nt, i, nt, i, nt, nt, nt, -0.4%[20.6 µM], nt, i, i
O=C(CCn1nnc(-c2cccs2)n1)N1CCc2ccccc2C1
→ nt, i, -9.6%, i, -8.4%, 1.9%, -1.2%, -1.0%, -3.4%, i, ?
OCCN1CCN(CC(O)COc2ccc3c(c2)OCO3)CC1 (stereo unspecified)
→ -7.1%, i, -44.1%, i, 8.2%, -0.9%, -4.5%, 1.0%, 1.5%, ?, i
Cc1nnc(-c2ccccc2)c[n+]1[O-]
→ 1.1%[57.5 µM], i, 4.9%, i, 7.0%, -0.4%, -7.2%, 6.4%, -0.2%, i, i
COc1ccccc1NC(=O)CSc1nc2ccccc2n1C(C)=O
→ 4.4%[1.84 µM], i, 3.2%, i, -4.0%, 0.0%, -0.7%, -0.5%, 8.6%, i, i
COc1c(S(=O)(=O)n2nc(C)cc2C)ccc(Cl)c1Cl
→ 1.8%[9.22 µM], nt, -4.3%, nt, -1.0%, 5.2%, -4.4%, -2.3%, 5.5%, nt, nt
COc1ccc(NC(=O)c2cc(-c3cccs3)on2)cc1OC
→ -0.9%, i, 4.7%, 3.01e-08M*, ?, -1.4%, -3.7%, 1.1%, -2.4%, i, i
Cc1ccc(/C=N/n2cnc3sc4c(c3c2=O)CCCC4)o1
→ 0.4%[9.22 µM], nt, ?, nt, -0.4%, -2.3%, -1.1%, 0.0%, 19.2%, nt, nt
COc1ccc(C(N)CCc2ccco2)cc1 (stereo unspecified)
→ 4.1%, i, -21.8%, i, 3.4%, -14.5%, 0.9%, 2.2%, 0.9%, ?, i
C=C(C)Cn1c(C(C)NC(=O)CCC)nc2ccccc21 (stereo unspecified)
→ -0.9%, i, 9.0%, i, 9.1%, -1.2%, -7.7%, 0.0%, 22.6%, i, i
NC(=O)c1ccccc1OCC(=O)NS(=O)(=O)c1ccccc1
→ -0.8%, i, 4.2%, i, 9.0%, -2.9%, 2.0%, 2.1%, 5.5%, i, i
CCCn1c(C)nc2c(NCCO)nc(C)nc21
→ 0.3%, nt, -28.6%, nt, 4.0%, -2.1%, -12.9%, nt, 5.7%, nt, nt
CSc1ccccc1C(=O)N1CCOCC1
→ -0.7%, i, 6.6%, i, -10.8%, -1.4%, -4.1%, 1.6%, 10.5%, i, i
O=C1NC2(CCCCC2)Oc2ccccc21
→ nt, i, 3.3%, i, -0.7%, -16.1%, -4.6%, -1.2%, 1.1%, i, i
CCC(=O)N1CCN(c2nc(C)nc3sc(C)c(C)c23)CC1
→ nt, i, 8.7%, i, 9.8%, -2.7%, -2.2%, 0.0%, 1.3%, ?, i
O=C(Nc1ccc(N2CCOCC2)cc1)C1(S(=O)(=O)c2ccccc2)CC1
→ -1.8%, nt, 1.2%, nt, 4.6%, ?, 1.0%, 0.0%, -6.2%, nt, nt
Fc1ccc(-c2nnc(CN3CCC(c4nc5ccccc5s4)CC3)o2)cc1
→ -2.4%[57.5 µM], i, -9.4%, i, -3.3%, -0.3%, 1.1%, -2.2%, 0.9%, i, i
COc1ccc(N2C(=O)CC(N3CCN(C4CCc5ccccc5C4)CC3)C2=O)cc1 (stereo unspecified)
→ 9.7%, i, 7.1%, i, 5.6%, -9.7%, -4.1%, -3.2%, 8.7%, ?, ?
CC1=C(C#N)C(NC(=O)c2ccco2)(C(F)(F)F)C(=O)N1 (stereo unspecified)
→ 3.3%, i, 7.4%, i, -3.3%, -4.2%, -2.1%, 0.0%, -0.4%, ?, i
C/C(Cl)=C/Cn1c(NCCCn2ccnc2)nc2c1c(=O)[nH]c(=O)n2C
→ nt, i, 2.7%, i, -7.9%, -4.8%, 0.3%, 1.3%, -2.6%, i, i
O=C(Oc1ccc(/C=N/O)cc1)c1ccccc1
→ -1.3%, nt, 0.8%, nt, -4.7%, -0.8%, -2.5%, -3.3%, 0.2%, nt, nt
O=C(NC1CCCCC1)NC1(C(=O)N2CCN3CCCC3C2)CCCCC1 (stereo unspecified)
→ 0.2%[57.5 µM], i, 8.8%, i, -3.2%, -0.5%, -0.4%, -1.3%, 2.9%, i, i
COCCCNC(=O)Cn1nnc(-c2ccccc2NC(=O)c2ccccc2F)n1
→ 0.0%, i, -0.5%, i, 1.8%, -3.8%, -2.3%, 0.3%, -4.2%, i, ?
O=C(NCc1cccs1)C1CCN(S(=O)(=O)c2ccc3c(c2)OCCO3)CC1
→ -2.3%, i, ?, i, -1.3%, 0.5%, 2.0%, 0.3%, -2.0%, ?, i

Records listed above marked active in 15-hLO inh.
| compound | Rhodamine autofl | 15-hLO inh | 4-MU autofl | HADH2 inhib | Hsp90 Hop PPI | DNA Pol III inh | Epigenetic mod | Fluorescein autfl |
| --- | --- | --- | --- | --- | --- | --- | --- | --- |
| COc1ccc(S(=O)(=O)c2c(N)n(Cc3ccco3)c3nc4ccccc4nc23)cc1 | i | 20µM* | 3.85e-07M* | 270.8%[activator] | 9.7% | 7.0% | 2.1% | ? |

A portion of the library (hit frequency here may not be typical).
